High-throughput results (PubChem BioAssay)
Rtt109 HAT inh = inhibitors of Candida albicans Rtt109/Vps75 histone acetyltransferase | Q5AAJ8 | hit rate 0.16% among 330,000 | purified Rtt109/Vps75, ThioGlo CoA-SH fluorescence, 4 h | inhibition, % at 34.9 µM | AID 540336;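 active = inhibition of at least 50% in every replicate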
Target sequence (Q5AAJ8 whole entry, looked up): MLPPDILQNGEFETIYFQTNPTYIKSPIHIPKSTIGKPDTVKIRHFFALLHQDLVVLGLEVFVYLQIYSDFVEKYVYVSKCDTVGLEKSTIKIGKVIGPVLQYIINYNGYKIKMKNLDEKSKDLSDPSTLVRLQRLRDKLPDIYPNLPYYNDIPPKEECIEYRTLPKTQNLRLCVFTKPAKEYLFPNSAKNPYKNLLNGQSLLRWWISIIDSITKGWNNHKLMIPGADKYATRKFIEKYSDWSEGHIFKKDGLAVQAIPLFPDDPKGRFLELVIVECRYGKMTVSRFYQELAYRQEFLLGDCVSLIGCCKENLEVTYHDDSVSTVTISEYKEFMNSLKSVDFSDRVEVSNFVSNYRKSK
SR-BI uptake up = enhances SR-BI lipid uptake from DiI-HDL; CHO ldlA[mSR-BI] cells, DiI-HDL uptake fluorescence, 3 h; 100 = double the neutral-control signal; activation, % at 12.5 µM; hit rate 0.096% among 320,000; AID 504775;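 active = mean replicate activation of at least 60% and every replicate at or above 60%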;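 note: 0% = median plate neutral-control signal and 100% = twice that signal; values of inactives mirror those of a sister screen read the other way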
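Assay system: CHO ldlA[mSR-BI] cells, LDL receptor-null, SR-BI overexpressing; medium: Ham's F12 with 0.5% BSA, HEPES 25 mM, pH 7.4; also added: DiI-HDL 10 µg/mL; timing: 3 h uptake period with compound, 37 °C; signal: DiI fluorescence, bottom read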
cardiac RTF act = increases calcium sensitivity of human cardiac regulated thin filaments | P19429+P45379 | IANBD-labeled TnC RTF fluorescence at EC20 calcium; 0% EC20 calcium, 100% full calcium | activation, % at 7.2 µM | hit rate 0.24% among 340,000;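 active = activation above the mean over all tested compounds plus 3 SD, cut at about 30% in these data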;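 note: rise in fluorescence read as greater calcium sensitivity of cardiac thin filaments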
Keap1-Nrf2 PPI = inhibitors of human Keap1-Nrf2 protein-protein interaction; hit rate 0.15% among 340,000; Keap1 Kelch-Nrf2 peptide fluorescence polarization, 1536-well; inhibition, % at 9.4 µM; AID 504523; in the data active = inhibition above about 12%;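 note: human Keap1 Kelch domain with fluorescein labeled Nrf2 9mer peptide probe; 0% = neutral control wells and 100% = peptide positive control; higher means more block of Keap1 binding to Nrf2 peptide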
CAL PDZ FP-1 = blocks peptide binding to the human CAL PDZ domain. Q9HD26. purified CAL PDZ, TMR-peptide fluorescence polarization, 1 h. inhibition, % at 24.9 µM. hit rate 0.92% among 300,000. AID 602252;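 active = mean inhibition of at least 30% with at least half of replicates also reaching 30%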;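 note: 0% = DMSO neutral control and 100% = excess unlabeled competitor peptide PRC23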
RTF Ca sens inh = cardiac RTF calcium desensitization. P19429+P45379. IANBD-labeled cardiac RTF, Ca2+ fluorescence. inhibition, % at 7.15 µM. hit rate 0.12% among 340,000;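 active = inhibition above the mean inhibition of all tested compounds plus 3 SD, cut at about 17% in these data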;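 note: assay run at fixed EC70 calcium of 1.6 mM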
DAGLB inhibitor = blocks human DAGLB lipase activity. Q8NCG7. HEK293T DAGLB membrane lysate, EnzChek fluorogenic substrate. inhibition, % at 5.17 µM. hit rate 0.059% among 340,000; in the data active = inhibition above about 34%;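 note: 0% = enzyme with vehicle and 100% = wells lacking enzyme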
PKA-R2B activ = PKA-R2B complex activation | PKA-R2B holoenzyme dissociation, Cy5-IP20 fluorescence polarization; R2B truncated from residue 108, S112A mutant; 0% DMSO only, 100% 113 µM cGMP | activation, % at 11.4 µM | hit rate 0.079% among 340,000 | AID 504700;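 active = activation above a cutoff set at the mean over all compounds plus 3 SD, cut at about 18% in these data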;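 note: higher means more holoenzyme dissociation and a rise in polarization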
Target sequence (P31323 whole entry, looked up, other chains not shown, the tested form may be a part): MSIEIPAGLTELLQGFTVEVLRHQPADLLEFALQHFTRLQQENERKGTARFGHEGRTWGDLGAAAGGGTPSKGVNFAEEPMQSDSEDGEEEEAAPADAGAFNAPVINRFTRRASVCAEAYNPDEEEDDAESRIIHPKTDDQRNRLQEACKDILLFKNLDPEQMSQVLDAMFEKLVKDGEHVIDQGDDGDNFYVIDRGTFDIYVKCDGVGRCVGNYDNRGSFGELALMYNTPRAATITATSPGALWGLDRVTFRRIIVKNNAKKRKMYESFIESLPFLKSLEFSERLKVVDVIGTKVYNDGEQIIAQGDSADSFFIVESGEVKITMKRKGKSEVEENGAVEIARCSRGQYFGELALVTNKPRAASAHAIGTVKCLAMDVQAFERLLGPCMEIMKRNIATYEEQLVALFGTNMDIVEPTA
LANA DNA inh = blocks KSHV LANA C-terminal domain binding to DNA | inhibition, % at 9 µM | AID 504423 | hit rate 0.078% among 340,000 | MBP-C-LANA/FAM-LBS DNA binding, fluorescence polarization;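 active = highest replicate inhibition at or above 60% at 9 µM, even if other replicates fall short; inactive = all replicates below 60% inhibition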;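 note: 0% = neutral control wells and 100% = 4 µM acridine orange control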
CAL PDZ FP-2 = inhibitors of human CAL PDZ peptide binding. hit rate 0.02% among 330,000. purified CAL PDZ, TMR-peptide fluorescence polarization, 1 h. inhibition, % at 20 µM. Q9HD26. AID 504414;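 active = highest replicate inhibition of at least 40%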;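 note: plate controls were DMSO neutral control wells for no effect and unlabeled competitor peptide control wells for full effect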
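System: tagged CAL PDZ domain. Schedule: 1 h room-temperature incubation prior to read. Signal: fluorescence polarization (mP). Measure: percent inhibition from loss of millipolarization.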
Starred values were filed as active, the others as inactive; nt = not tested or not shown. An unsorted share of the library. Share with any hit: about 1.6%.

A first look:
SMILES	Rtt109 HAT inh	SR-BI uptake up	cardiac RTF act	Keap1-Nrf2 PPI	CAL PDZ FP-1	RTF Ca sens inh	DAGLB inhibitor	PKA-R2B activ	LANA DNA inh	CAL PDZ FP-2
CCC(C)NC(=O)CSc1nc(-c2cccs2)cc(C(F)(F)F)n1 (stereo unspecified)	1	-31	-3	1	-6	13	-1	-12	-0.3	-0.9
COC(=O)c1cc(NS(=O)(=O)c2cccs2)cc(NS(=O)(=O)c2cccs2)c1	0	-34	-5	6	2	-11	-4	5	0.1	-2.1

This part in full, from the start:
SMILES	Rtt109 HAT inh	SR-BI uptake up	cardiac RTF act	Keap1-Nrf2 PPI	CAL PDZ FP-1	RTF Ca sens inh	DAGLB inhibitor	PKA-R2B activ	LANA DNA inh	CAL PDZ FP-2
CCC(C)NC(=O)CSc1nc(-c2cccs2)cc(C(F)(F)F)n1 (stereo unspecified)	1	-31	-3	1	-6	13	-1	-12	-0.3	-0.9
COC(=O)c1cc(NS(=O)(=O)c2cccs2)cc(NS(=O)(=O)c2cccs2)c1	0	-34	-5	6	2	-11	-4	5	0.1	-2.1
CN1CC(=O)N(CC(=O)Nc2ccc(Cl)c(C(F)(F)F)c2)C1=O	-7	5	12	-5	-2	1	2	-2	0.3	-0.8
O=C(Nc1cc2c3c(c1)CC(=O)N3CCC2)c1ccccc1F	7	-31	2	-5	-1	-9	0	-5	-1.1	-1.8
Cc1ccccc1NC(=O)CCN1C(=O)c2ccccc2C1=O	-13	-3	2	2	nt	2	-2	-11	-2.0	0.7
COc1ccccc1CCC(=O)OCC(=O)NC1CCCCC1	-3	8	1	-6	2	0	0	-1	0.3	-0.9
Cc1ccc(Nc2cc(C)nc3ccccc23)c(C)c1	-2	8	1	-2	1	-2	3	-17	-2.1	-1.4
CN(C)CCCN(C(=O)c1ccc(S(=O)(=O)N2CCc3ccccc3C2)cc1)c1nc2c(F)cc(F)cc2s1	3	3	-13	1	-1	-12	-3	-11	0.2	-4.4
O=C(O)[C@H](Cc1ccccc1)NC(=O)N1CCN(c2ccc(F)cc2)CC1	7	10	3	-1	-4	-2	-1	-17	-2.6	nt
O=C(NCc1cccs1)Nc1ccc2c(c1)OCO2	-12	10	2	-6	-5	-12	-1	-1	-0.5	-2.0
O=C(Nc1ccc2c(c1)oc1ccccc12)N1CCOCC1	3	-14	-1	-8	-4	6	1	-5	2.4	-1.4
CCOC(=O)c1c(NC(C)=O)no[n+]1[O-]	0	24	-6	0	-33	-9	-2	-1	-0.7	nt
COC(=O)c1ccccc1NC(=O)c1cccnc1	2	-23	7	0	nt	-1	0	10	0.7	-1.1
CCCOc1ccccc1C1NC(=O)NC(C)=C1C(=O)OCCOC (stereo unspecified)	-2	-2	7	-3	-1	19*	0	-3	0.4	-0.5
Clc1ccc(CON/C=N/c2ncnc3sccc23)cc1	-29	13	2	-6	-1	-13	-8	-18	0.1	-0.9
O=C(N/N=C/c1ccc2c(c1)OCO2)c1ccc(Cn2cc([N+](=O)[O-])cn2)o1	0	-21	2	-4	-5	-1	1	1	0.1	-2.6
N#Cc1ccc(-c2nc3cc(Cl)ccc3c(=O)n2O)cc1	-9	13	-2	-2	1	-3	-6	-13	-0.7	-1.3
NC1=NC(=O)C2(COC(c3cccc([N+](=O)[O-])c3)OC2)S1 (stereo unspecified)	nt	34	-3	-5	-3	-3	0	-8	0.3	-2.2
COc1ccc(C(=O)NCC(=O)OCc2ccc(Cl)cc2Cl)cc1OC	-1	8	-1	5	nt	-5	-3	6	-1.5	0.1
N/C(=N\OC(=O)c1cccs1)c1cccc([N+](=O)[O-])c1	1	-5	3	-2	-1	-5	-4	-4	0.3	0.2
CCOc1ccc(Cc2onc3c2C(=O)CCC3)cc1OCC	-14	-11	1	0	-12	-4	-1	-4	0.2	16
NC(=O)c1ccc(NC(=O)COC(=O)/C=C/c2cn(-c3ccccc3)nc2-c2cccnc2)cc1	11	0	9	-3	3	-22	1	-14	5.6	0.2
Cc1ccc(-c2nc(CS(=O)CC(=O)NCCCN3CCN(Cc4ccccc4)CC3)c(C)o2)cc1 (stereo unspecified)	36	-1	-4	-6	-3	-1	2	6	26	-3.2
CCOc1ccccc1CN1CCN(Cc2c[nH]c3ccccc23)CC1CCO (stereo unspecified)	-4	11	12	-2	-2	-9	2	1	4.5	-0.9
COC(=O)c1cc(Br)c(=O)n(-c2ccccc2F)c1	1	21	5	-6	-1	1	2	-6	1.1	nt
FC(F)(F)c1cccc(CN2CCCCCC2)c1	-5	23	0	3	nt	-4	0	3	0.5	-0.7
COc1ccc(CCNC(=O)COc2ccc(C)nc2[N+](=O)[O-])cc1OC	-5	9	3	5	4	-14	3	2	2.3	-1.9
CCOC(=O)c1c(CC(C)C)csc1/N=C/C1C(=O)CC(C)(C)CC1=O	-4	-15	6	-2	0	-15	-2	-1	-1.5	-2.8
COc1ccc(-n2c(O)c(/C=N/NS(=O)(=O)c3ccc(C)c([N+](=O)[O-])c3)c3ccccc3c2=O)cc1OC	3	-26	128*	-49	-5	-64	-6	0	-15	-8.2
O=C1NN=C(c2ccc(Cl)cc2)CC1c1c[nH]c2ccccc12 (stereo unspecified)	8	-3	11	-6	-5	7	3	-15	-0.5	-1.2
Cc1cc(C)n2nc(SCc3nnc(SCc4ccccc4Cl)s3)nc2n1	-2	25	-6	3	-1	2	1	-7	-2.0	-1.6
O=C(Cc1ccc(Cl)cc1)Nc1cccc2ncccc12	-7	18	4	-7	nt	-14	-1	-5	-1.8	-0.3
COC(=O)C1=C(C)NC(=O)/C1=C\c1cc(C)n(-c2ccccc2F)c1C	2	-5	6	-6	-1	-6	0	-4	1.6	-1.3
CCCCn1c(N)c(N(CCOC)C(=O)C2CC(=O)N(Cc3ccc(C)cc3)C2)c(=O)[nH]c1=O (stereo unspecified)	0	28	0	-5	-5	-5	2	-3	0.0	-0.8
O=C(Nc1ccccc1F)Nc1ccccc1Br	nt	10	-3	-3	1	4	-3	10	-0.2	-3.3
COc1ccc(C(=O)N2C(=O)c3ccc(N)cc3C2=O)cc1	-16	4	-6	-3	-6	-4	2	1	2.4	-1.2
CCCn1nnnc1NC(=O)COc1ccc(CC)cc1	-6	30	-5	-3	-6	0	-1	0	-1.4	0.1
Cc1cc(C)c(NC(=O)CN2CCOCCOCCOCCOCC2)c(C)c1	6	11	4	2	-4	1	-1	-2	1.0	-0.8
CCCCC(=O)NC(=S)Nc1c(C)cc(Br)cc1C	-3	0	-2	-1	-3	-2	-3	-1	0.1	-2.7
COc1cccc(/C=N/Nc2snc(SC)c2C#N)c1	26	-26	0	-2	-2	-2	0	5	-1.1	-0.3
COc1ccc(C(=O)COC(=O)CNC(=O)c2ccc(Cl)cc2Cl)c(OC)c1	5	-3	5	3	-2	-6	-2	-6	1.3	-2.1
O=C(O)c1cccc(N2C(=O)c3cccc4c(Cl)ccc(c34)C2=O)c1	-5	16	-3	-4	-3	3	4	5	0.6	-0.9
CCOCCn1ccc2c(OCC(=O)Nc3ccc(OC)c(OC)c3)cccc2c1=O	-4	-48	2	-3	-5	-20	2	-19	-0.6	-3.1
CC[C@]12c3[nH]c4ccc(Cl)cc4c3CCN1C(=O)[C@@H](CC(=O)NCc1ccco1)C[C@@H]2C(=O)N1CCN(C(=O)C2CC2)CC1	1	-27	-1	-3	-4	-4	0	0	1.0	0.0
COc1ccc(Br)cc1S(=O)(=O)NCCCN1CCOCC1	0	25	1	-1	4	0	3	6	-0.3	-3.1
COc1ccc2c(c1)C(C)=CC(C)(C)N2C(=O)Nc1ccccc1	4	6	-4	1	-4	1	1	5	0.9	0.0
Cn1ncc(Br)c1NC(=O)CSc1ccc(Cl)cc1	3	nt	1	-2	-2	0	-2	5	-1.4	-1.5
CC(C)[C@H](NC(=O)NCCc1ccccc1)C(=O)O	6	14	2	-6	-2	7	0	-3	-1.0	-1.0
COc1ccc(C)cc1N(CC(=O)NCCN1CCOCC1)S(=O)(=O)c1ccccc1	-9	9	12	-4	-7	-13	2	10	3.8	-2.2
CC(=O)Nc1ccc(S(=O)(=O)NC2(C(F)(F)F)C(=O)NC(C)=C2C#N)cc1 (stereo unspecified)	-5	10	0	3	1	-5	0	-11	-0.9	-0.9

Further compounds.
SMILES	Rtt109 HAT inh	SR-BI uptake up	cardiac RTF act	Keap1-Nrf2 PPI	CAL PDZ FP-1	RTF Ca sens inh	DAGLB inhibitor	PKA-R2B activ	LANA DNA inh	CAL PDZ FP-2
COc1ccccc1CC(=O)Nc1ccc(S(=O)(=O)N(C)C2CCN(C)CC2)cc1	-1	3	-4	-2	10	3	-1	-4	-1.1	-0.9
CCOC(=O)C1=CNS(=O)(=O)NC1CCc1ccccc1 (stereo unspecified)	-2	10	-1	-1	-1	-3	1	-11	0.8	0.5
O=C(/C=C/c1ccc(Cl)cc1Cl)N(Cc1ccccc1)C1CCS(=O)(=O)C1 (stereo unspecified)	5	-10	1	0	-2	8	-2	0	0.5	-1.8
CC(C)OCc1c(C(=O)OC/C(O)=C(\C#N)c2nc3ccccc3[nH]2)oc2ccccc12	5	6	-11	6	-6	3	-1	-11	2.0	-0.9
O=C(O)CCCCCNCc1c(Cl)cccc1Cl	0	nt	2	-5	nt	-13	-2	-5	0.4	-1.7
O=C(Nc1cnccn1)c1cccs1	-6	18	1	-2	nt	-6	0	-9	0.2	-1.5
COC(=O)C1=C(C)N(C)C(C)=C(C(=O)OC)C1c1ccc(F)c(Br)c1	-5	5	-3	-6	nt	1	-8	-5	-0.6	0.0
CC(CNC(=O)COc1ccccc1)OC(=O)Nc1ccc(Cl)c(Cl)c1 (stereo unspecified)	24	21	4	-1	-9	-9	-2	-7	-0.9	-0.4
Cn1c(SCc2cccc(C(F)(F)F)c2)nnc1-c1ccco1	6	164*	7	-8	1	-19	-3	-11	-1.0	-2.5
NC(=O)c1ccccc1NC(=O)C(c1ccccc1)c1ccccc1	1	16	9	-5	-5	-11	0	-19	-1.3	-0.7
Cc1cccc(N2CCN(C(=O)Cn3cccc3)CC2)c1C	-4	-29	1	0	5	-7	3	-1	0.6	0.7
COc1cccc(CNC(=O)Cc2ccc(S(=O)(=O)N3CCOCC3)s2)c1	-3	18	0	-7	2	-1	-1	-21	-0.1	-3.3
CC1CCN(S(=O)(=O)c2ccc3c(ccn3CCC(=O)N3CCCCC3)c2)CC1	8	29	-2	-1	-3	1	-2	-14	0.1	-2.9
CC(C)CN1C(=O)C(=O)N(CC(=O)N(C)CC(=O)Nc2ccc(F)cc2)C1=O	0	3	-2	6	-5	5	1	-13	0.5	-1.3
CC(C)c1c(Cl)c(O)c(-c2ccccc2)c(=O)n1-c1ccc(F)cc1	-6	3	-3	-1	38*	-5	6	-5	-0.1	-0.5
COc1cccc(C(=O)/C=C/Nc2cc(C)ccc2O)c1	14	-92	-1	2	0	1	4	-12	-0.8	-0.8
O=C(COC(=O)COc1ccccc1F)Nc1ccc(Cl)cn1	-1	nt	-4	3	-2	-5	-2	-7	1.3	-2.4
